TRPV1 ag – human TRPV1 agonism. activation, % at 8.33 µM. TRPV1-expressing cells, Fluo-8 calcium influx, agonist mode. AID 540275. hit rate 0.19% among 320,000; in the data active means activation above about 80%; inconclusive means between about 30% and that limit; further: 0% is about no effect
Target sequence (Q8NER1 whole entry, looked up): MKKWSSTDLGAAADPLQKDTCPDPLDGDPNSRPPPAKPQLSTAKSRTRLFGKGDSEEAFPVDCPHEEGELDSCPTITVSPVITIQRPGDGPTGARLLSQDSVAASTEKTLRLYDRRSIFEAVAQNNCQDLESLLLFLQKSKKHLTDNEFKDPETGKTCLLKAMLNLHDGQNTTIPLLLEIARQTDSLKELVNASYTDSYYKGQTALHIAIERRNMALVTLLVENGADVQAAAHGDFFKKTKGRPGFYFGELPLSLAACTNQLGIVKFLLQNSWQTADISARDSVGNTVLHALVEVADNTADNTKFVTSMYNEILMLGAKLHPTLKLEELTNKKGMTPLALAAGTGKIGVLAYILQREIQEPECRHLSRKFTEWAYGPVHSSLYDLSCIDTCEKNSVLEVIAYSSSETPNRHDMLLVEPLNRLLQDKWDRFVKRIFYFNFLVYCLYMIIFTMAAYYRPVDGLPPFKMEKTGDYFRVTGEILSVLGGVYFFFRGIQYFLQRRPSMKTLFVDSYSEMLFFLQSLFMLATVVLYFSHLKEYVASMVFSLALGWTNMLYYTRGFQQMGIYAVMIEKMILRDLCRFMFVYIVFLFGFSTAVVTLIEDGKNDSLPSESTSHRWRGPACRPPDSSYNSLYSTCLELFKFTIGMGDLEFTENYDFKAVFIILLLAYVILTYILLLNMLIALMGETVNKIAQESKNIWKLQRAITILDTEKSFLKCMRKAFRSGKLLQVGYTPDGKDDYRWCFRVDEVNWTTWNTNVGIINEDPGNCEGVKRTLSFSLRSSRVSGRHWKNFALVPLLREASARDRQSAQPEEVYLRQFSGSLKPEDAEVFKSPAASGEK
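Fluo-8 calcium influx in TRPV1-expressing cells, kinetic read (ex 480/em 520 nm). Compound added and read 3 min for agonist activity, followed by capsaicin at EC20 final and 2 min further read for enhancement.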
AT treatment – potential ataxia-telangiectasia treatment; hit rate 0.19% among 320,000; AID 485349; Potency, µM (highest dose often 57.5 µM), for the others: top-dose activation, usual class: activators; […] A-T fibroblasts, KAP-1 phosphorylation AlphaLISA; neocarzinostatin DNA damage 30 min before lysis; further: potency means the concentration at half of the fitted maximal effect; % of control where 0% means no effect; nearly all actives have a fitted effect of over 45% in size
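hTERT-immortalized A-T patient fibroblasts ([…]), 500 cells/well in OPTI-MEM, 1% FBS, got compounds for 60 min, then NCS for 30 min at 37C. Lysates were then assayed for phospho-KAP-1 by AlphaLISA (anti-pKAP1 donor, anti-KAP1 acceptor beads), 6 hr at 25C.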
Mito fusion yeast – inhibitors of mitochondrial division or activators of mitochondrial fusion; S. cerevisiae fusion-defective mutant growth rescue, CellTiterGlo 48 h; Potency, µM (titrated, usually from 46.1 µM), for inactives: at the highest dose growth rescue (activation), usual class: activators; hit rate 0.23% among 320,000;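 further: potency means the concentration at half of the fitted maximal effect; % of control where 0% means no effect; nearly all actives have a fitted effect of over 45% in size; temperature-sensitive fusion mutants such as fzo1-1 at 37 °C on non-fermentable ethanol glycerol medium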
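Temperature-sensitive fusion-defective S. cerevisiae (e.g. fzo1-1, mgm1-5) were grown with compound in YPEG medium (3% ethanol, 3% glycerol) for 48 hours at 37C. Growth rescue was measured as viability by CellTiterGlo luminescence after 10 minutes at ambient.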
USP2a inh – blocks human ubiquitin-specific protease USP2a; USP2 core, Ub-CHOP2 coupled fluorogenic reporter, 485/531; hit rate 0.01% among 330,000; Potency, µM (titrated, usually from 38.3 µM), for the others: at the highest dose activity change, negative = inhibition, actives largely listed as inhibitors; O75604;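 further: potency means the concentration at half of the fitted maximal effect; plate controls were DMSO wells for no effect and full inhibition by NEM control for full effect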
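USP2 core (10nM final) preincubated 30min RT with compound in 20mM Tris-HCl pH 8.0, 2mM CaCl2, 2mM beta-mercaptoethanol, 0.05% CHAPS; 25nM Ub-CHOP2 plus 25nM reporter substrate added, fluorescence (Ex485/Em531) read after 60min.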
KCNH2 3.1 inh – blocks the human KCNH2 3.1 channel isoform; U2OS KCNH2 3.1, thallium flux FluxOr; active compounds read low; activity change, % (tested at about 1.8 µM); hit rate 0.95% among 340,000; AID 720553;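 active means maximum activity change below -70%; inconclusive means maximum activity change from -70% to -50%; inactive means maximum activity change above -50%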;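 further: thallium influx rate constant from kinetic fluorescence after stimulation buffer; on the % scale 0 is the no-effect control and ±100 the full control effect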
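We transduce U2OS cells with the mutant 3.1 virus, culture them overnight, load FluxOr with Red40 quencher for 45 min, then add stimulation buffer and read kinetically for 2 min to derive a normalized rate constant.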
Eya2 inh – blocks the phosphatase activity of human Eya2; O00167; hit rate 0.006% among 330,000; Potency, µM (doses to about 76.9 µM), for the others: at the top dose activity, negative = inhibition, actives largely listed as inhibitors; AID 488837; recombinant Eya2, OMFP fluorescence dephosphorylation (OMFP is methylfluorescein phosphate); further: potency means the concentration at half of the fitted maximal effect; on the % scale 0 is the no-effect control and ±100 the full control effect
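Eya2 protein (added as 0.2 uM solution) was preincubated with compound for 10 min at ambient temperature in 50 mM HEPES pH 7.5, 50 mM NaCl, 5 uM MgCl2, 0.05% BSA, 1 mM DTT. OMFP (added at 50 uM) then reacted 10 min; fluorescence read at 485/525 nm.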
KCNH2 WT inh – KCNH2 (human, wildtype) channel inhibition | U2OS, BacMam KCNH2, thallium flux FluxOr; active compounds read low | activity change, % at 1.84 µM | Q12809 | hit rate 0.37% among 340,000;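 active means maximum activity change below -70%; inconclusive means maximum activity change between -70% and -50%; inactive means maximum activity change above -50%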; further: on the % scale 0 is the no-effect control and ±100 the full control effect
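U2OS cells were transduced with wild-type KCNH2 virus (2.03 x 10^8 / mL) for 4 h at room temperature, then cultured overnight at 37 C. Thallium flux was read with FluxOr dye. Rate constants were normalized to DMSO controls.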
TCR activator – activates T cell receptor signaling. primary human leukocytes, anti-CD3, IL-2 HTRF, 48 h. Potency, µM (top dose mostly 9.22 µM), inactives show at the top dose activation of IL-2 secretion, most hits filed as activators. 330,000 tested, under 10 active. AID 504894; further: % of control where 0% means no effect
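Human primary leukocytes + a-CD3 beads + cpd, 48 hr; IL-2 in supernatant by HTRF (ex 320nm / em 665nm). No co-stimulatory signal supplied.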
ELG1 DNA repair – inhibitors of ELG1-dependent DNA repair in HEK293T cells; HEK293T ELG1-luciferase reporter, luminescence, 16 h; DNA damage induced by 5-fluorouridine; Potency, µM (doses to about 46.1 µM), for inactives: top-dose activity change, negative = inhibition, usual class: inhibitors; hit rate 2.3% among 330,000; further: potency means the concentration at half of the fitted maximal effect; on the % scale 0 is the no-effect control and ±100 the full control effect; nearly all actives have a fitted effect of over 55% in size
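Step one: seed 2,000 cells per well. Step two: pin-transfer compound or DMSO alongside 5-fluorouridine. Step three: incubate 16 hr, 37 °C, 5% CO2. Step four: add ONE-Glo, wait 30 min, read luminescence.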
TSHR antag – human thyrotropin receptor antagonism; P16473; TSHR-expressing cells, TSH-stimulated cAMP HTRF, 2 h; active compounds read low; activity change, negative = inhibition, % at 11.5 µM; hit rate 0.2% among 330,000;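 active means activity change below a set negative limit, meaning inhibition stronger than a set level, cut at about -70% in these data; inconclusive means activity change between two set negative limits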; further: on the % scale 0 is the no-effect control and ±100 the full control effect
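TSHR-expressing cells were treated with compounds, then stimulated with TSH at EC80 (4nM final) for 2 hours at 37 deg C. Cellular cAMP was measured by HTRF competition between lysate cAMP and cAMP-d2 for a cryptate-labelled anti-cAMP antibody.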
An asterisk follows results filed as active; ? = inconclusive; / = not tested or not shown; [ ] = dose if it differs, or a comment. Unless noted, the call rests on the fitted dose curve; in most records, active means well fitted curve in the direction sought with a large enough effect; inconclusive means small, poorly fitted or top-dose-only effect, or another doubt; inactive means no such curve, though single readings can be large; an effect the other way counts as inactive or inconclusive.

SMILES	TRPV1 ag	AT treatment	Mito fusion yeast	USP2a inh	KCNH2 3.1 inh	Eya2 inh	KCNH2 WT inh	TCR activator	ELG1 DNA repair	TSHR antag
Cc1ccc(S(=O)(=O)NCCCNS(C)(=O)=O)cc1	2	-3%	-3%	-1%	8	-6%	-9	/	-3%	2
COc1ccccc1C(=O)O[C@H]1[C@H](Cc2ccccc2)NS(=O)(=O)[C@H]2C[C@@H]3C=C[C@]12O3	-1	-1%	-8%	1%	31	4%	3	2%	5%	7
COc1ccc(Cn2c(O)c(C=Nc3ccc(OC)cc3)c3ccccc3c2=O)cc1	2	-6%	-4%	2%	-7	3%	-4	-9%[46.1 µM]	-20%	-1
CCCCC(=O)NC(=S)Nc1ccc(Cl)c(C(=O)O)c1	1	1%	-2%	4%	-1	2%	-6	8%	-4%	-7
COc1ccc(S(=O)(=O)N[C@H](C(=O)O)C(C)C)cc1	-2	1%	-1%	-7%	-10	8%	-1	3%	0%	1
Fc1cccc(-n2cc(-c3ccccc3)c3c(=S)nc[nH]c32)c1	0	13%	-2%	0%	9	-9%	-14	-5%	?	4
CCCN1C(=O)c2cc(C(=O)Nc3ccccc3CC)ccc2C1O (centres undefined)	1	8%	0%	0%	8	12%	-1	1%	6%	6
Cc1[nH]c2ccc(CNS(=O)(=O)c3ccc(S(=O)(=O)N4CCOCC4)cc3)cc2c1C	1	-7%	1%	-2%	-2	5%	-12	/	-26%	1
COc1ccc(OC)c(S(=O)(=O)Nc2ccccc2SC)c1	4	-1%	-1%	11%	-88*	1%	11	-5%[46.1 µM]	-9%	-3
Cc1ccc(C(=S)NCS(=O)(=O)c2ccc(C)cc2)cc1	/	-2%	-7%	2%	2	8%	0	/	5%	-7
COc1ccc(CCn2c(C)cc(C(=O)CSc3nc(N)cc(=O)[nH]3)c2C)cc1	1	-3%	-1%	4%	2	7%	-13	/	?	8
CC1(C)CC(=O)C=C(NCCCNC2CCCCC2)C1	0	8%	5%	1%	4	-2%	11	6%	-1%	29
Fc1ccc(CN2CCN3CCCC3C2C2CCCCC2)cc1F (centres undefined)	3	6%	-12%	1%	-38	-7%	9	-1%	-13%	8
CC1=C(C#N)C(c2ccccc2O)C(C#N)=C(C)N1	-4	-5%	-1%	0%	12	9%	-8	/	6%	7
COc1c(C)cc(C(=O)C2CCCN(S(=O)(=O)N(C)C)C2)cc1C (centres undefined)	10	16%	-1%	1%	3	-21%	-2	/	0%	11
N#C/C(=C\c1ccc[nH]1)C(=O)N1CCCCC1	1	3%	-3%	-2%	-6	15%	-6	10%	?	6
COc1ccc(C(C)(C)C)cc1NC(=O)Cn1cnnn1	0	-6%	-2%	4%	12	9%	-5	-4%	-16%	2
CN(CC(=O)Nc1ccccc1Cl)C(=O)Cn1cnc2ccccc2c1=O	1	-4%	1%	-2%	-2	19%	0	-1%	15%	-2
COCCCNC(=O)CSc1nc2sc(C(=O)OC)c(C)c2c(=O)n1N	1	-3%	4%[9.22 µM]	0%	-5	-4%	16	-3%	-15%	6
CCOC(=O)CNC(=O)CN1C(=O)CC(c2ccco2)Sc2ccccc21 (centres undefined)	1	-9%	-3%	5%	-8	-6%	1	6%	16%	-9
N=C1C(c2nc(-c3cccc([N+](=O)[O-])c3)cs2)=C(O)CN1NC(=O)c1ccco1	2	-4%	1%	2%	-11	-3%	13	-9%	-13%	22
O=C(O)CC(CC(=O)Nc1ccc(-n2ccc(C(F)(F)F)n2)cc1)c1ccccc1 (centres undefined)	2	-9%	1%	9%	-17	2%	-35	-2%	-2%	2
Cc1cc(C)nc(NC(=O)c2csnn2)c1	0	0%	-4%	9%	11	?	-22	/	-11%	1
Cn1c(CC(=O)Nc2ccccc2)cc2ccccc21	-1	3%	-1%	4%	-1	0%	-2	-2%	?	64
Cc1ccc(C)c(Oc2nnnn2-c2ccccc2)c1	3	11%	4%	0%	-41	-25%	0	2%	10%	-15
CN1CC=C2C(C#N)=C(N)C(C#N)(C#N)C(Cc3ccccc3)C2C1 (centres undefined)	/	7%	-2%	14%	-1	-3%	3	-5%	19%	-3
CCc1nnc(NC(=O)CSc2nnc(-c3ccc(S(=O)(=O)N(CC)CC)cc3)n2CC)s1	-1	1%	1%	-2%	16	10%	-5	3%	-5%	10
Cc1cc(C)n(-c2ccc(C(F)(F)F)cc2[N+](=O)[O-])n1	1	-5%	3%	1%	6	-3%	0	-1%	2%	-7
CC(=O)c1cn(C)c(=O)n(C)c1=O	-1	3%	-6%	2%	-6	2%	21	4%[46.1 µM]	17%	-2
CNC(=O)c1nnn(Cc2ccccc2)c1NC(C)=O	-3	11%	0%	-2%	17	-21%	2	-2%	4%	2
CCOC(=O)N1CCN(c2c(Nc3ccc4c(c3)OCCO4)c(=O)c2=O)CC1	4	-2%	0%	2%	-9	-11%	-7	4%	10%	-1
O=C1C(=O)N(CCN2CCOCC2)C(c2ccccn2)/C1=C(/O)c1ccc(Cl)cc1 (centres undefined)	-2	-2%	1%	1%	-6	2%	3	-6%[46.1 µM]	8%	-5
CN=C1c2cc3cc(OC)ccc3n2CCN1Cc1ccccc1	-5	4%	-2%	0%	-25	-6%	21	7%	?	8
O=C(Nc1nc2ccccc2[nH]1)c1cc2ccccc2o1	14	8%	1%	0%	-22	4%	3	-1%	?	-8
CC(=O)Nc1nonc1-c1ccccc1	-3	5%	1%	4%	-6	6%	-5	-3%	-1%	-2
N#Cc1ccccc1NC(=O)CSc1nnc(-c2ccccc2O)n1-c1ccccc1	4	6%	9%	0%	-6	0%	38	-4%	?	-5
OCCN1CCOCCN(CCO)CCN(CCO)CC1	2	-1%	0%	0%	3	8%	-15	0%	-4%	11
Cc1ccccc1Cn1cc(S(=O)(=O)CC(=O)Nc2nccs2)c2ccccc21	4	/	23%	1%	7	-1%	1	-9%[46.1 µM]	?	-4
O=C1NCCc2c1[nH]c1c(Cl)ccc(Cl)c21	-2	5%	16%	1%	2	-16%	-3	-4%	?	2
O=C1c2ccccc2NC(c2cccc(O)c2)N1O (centres undefined)	-2	4%	2%	0%	-3	-10%	4	3%	2%	-2
CNC(=O)c1c(NC(=O)CCS(=O)(=O)c2ccc(C)cc2)sc2c1CCN(C(=O)OC)C2	-2	-2%	1%	0%	0	7%	11	-1%	19%	-2
O=C(Nc1ccc2c(c1)OCCO2)c1c(F)c(F)c(F)c(F)c1F	2	-4%	1%	3%	1	-1%	-4	4%	-1%	1
COc1ccc(OC)c(NC(=O)CN2C(=O)NC(C)(c3ccc4c(c3)OCCO4)C2=O)c1 (centres undefined)	12	1%	-4%	2%	-1	-2%	5	-34%	0%	7
Cn1c(-c2cc(Cl)ccc2O)nc2c1c(=O)[nH]c(=O)n2Cc1ccccc1	8	-5%	-8%	0%	1	10%	3	-2%	-20%	21
Cc1nc2ccc(-c3nc4ccc(N)cc4[nH]3)cc2[nH]1	-3	3%[11.5 µM]	-7%	-2%	3	2%	-10	10%	?	-25
Cn1c(=O)oc2cc(S(=O)(=O)NC3CCCCC3)ccc21	-1	-7%	1%	3%	5	2%	-1	-1%	0%	15
Cc1ccc(S(=O)(=O)NCc2ccccn2)c(C)c1	-1	0%	0%	0%	3	5%	-2	3%	-2%	2
COc1ccc(NC(=S)NCCc2ccccc2OC)c(OC)c1	16	-2%	-4%	-2%	7	-28%	-1	3%	-18%	4
COc1ccccc1-n1c(SCC(=O)N2CCOCC2)nc2cccnc21	-2	-5%	-5%	1%	-2	10%	-7	-27%	6%	15
COc1ccc(OCCCC(=O)OC(C)C(=O)Nc2ccc(C)cc2)cc1 (centres undefined)	22	2%	-4%	1%	-2	-9%	-2	4%	-3%	-4
COc1ccc(CNC(=O)COC(=O)c2cccs2)cc1	0	4%	-1%	0%	-8	2%	25	-3%	14%	4
CNC(=O)Cn1c(=O)n(C)c2ccccc21	-2	3%	0%	1%	-1	23%	-1	-6%	3%	2
CCOC(=O)CSc1nc(C)c(CC)c(C)c1C(N)=O	-1	0%	0%	1%	11	-5%	5	-9%	-3%	-5
CCc1nnc(NC(=O)CSc2nc(-c3ccccc3)cc(-c3ccc(F)cc3)c2C#N)s1	-1	-8%	-3%	4%	3	-6%	12	-6%	-9%	18

Of the compounds above, these contain a COOH group.
SMILES	TRPV1 ag	AT treatment	Mito fusion yeast	USP2a inh	KCNH2 3.1 inh	Eya2 inh	KCNH2 WT inh	TCR activator	ELG1 DNA repair	TSHR antag
CCCCC(=O)NC(=S)Nc1ccc(Cl)c(C(=O)O)c1	1	1%	-2%	4%	-1	2%	-6	8%	-4%	-7
COc1ccc(S(=O)(=O)N[C@H](C(=O)O)C(C)C)cc1	-2	1%	-1%	-7%	-10	8%	-1	3%	0%	1
O=C(O)CC(CC(=O)Nc1ccc(-n2ccc(C(F)(F)F)n2)cc1)c1ccccc1 (centres undefined)	2	-9%	1%	9%	-17	2%	-35	-2%	-2%	2

High-throughput results (PubChem)

A portion of the library; the hit share may differ from the screen's.
